Bioassay records (PubChem BioAssay)
NSD2 inh – NSD2 (human) methyltransferase inhibition; O96028; NSD2 peptide methylation, AlphaScreen, 120 min; inhibition, % at 12.5 µM; 310,000 tested, 0.54% active; in the data active = inhibition above about 50%
DAGLB inhibitor – blocks human DAGLB lipase activity | Q8NCG7 | HEK293T DAGLB membrane lysate, EnzChek fluorogenic substrate | inhibition, % at 5.17 µM | 340,000 tested, 0.059% active; in the data active = inhibition above about 34%;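 note: 0% = enzyme with vehicle and 100% = wells lacking enzyme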
Arrestin-AP2 inh – human beta-arrestin and AP2 interaction inhibition. FITC-arrestin peptide / GST-AP2 beads, flow cytometry; AP2 beta2 appendage carries R879A mutation. inhibition, % at 10 µM. 340,000 tested, 0.31% active. AID 504490;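 active = inhibition above a set limit, near 3 SD of compounds lacking own fluorescence, cut at about 54% in these data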;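 note: plate controls were DMSO wells for no effect and 5 µM unlabelled arrestin peptide for full effect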
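Material – AP2 appendage R879A on GSH beads · Buffer or medium – PBS with 0.05% Tween 20 and 0.1% BSA · Probe or stimulus – fluorescein-tagged arrestin peptide at 50 nM final · Incubation – compound with beads 12 min RT, then probe 1 h RT · Detection – high-throughput flow cytometry of beads, ex 488, em 535 nm · Evaluation – percent response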
CAL PDZ FP-1 – blocks peptide binding to the human CAL PDZ domain. purified CAL PDZ, TMR-peptide fluorescence polarization, 1 h. inhibition, % at 24.9 µM. 300,000 tested, 0.92% active. AID 602252;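 active = mean inhibition of at least 30% with at least half of replicates also reaching 30%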;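 note: 0% = DMSO neutral control and 100% = excess unlabeled competitor peptide PRC23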
V-ATPase pHluor – regulators of yeast V-ATPase proton transport | response, % at 10 µM | 350,000 tested, 0.37% active | S. cerevisiae, pHLuorin cytosolic pH fluorescence; in the data active = response mostly above about 7.3%, no sharp cut-off; inactive = mostly below about 5.4%; note: actives read high; inactives centre near 0; some compounds called inactive have numbers as strong as hits; reference of the scale not given here
CAL PDZ FP-2 – blocks peptide binding to human CAL PDZ domain. Q9HD26. purified CAL PDZ, TMR-peptide fluorescence polarization, 1 h. inhibition, % at 20 µM. 330,000 tested, 0.02% active. AID 504414;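 active = highest replicate inhibition of at least 40%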;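 note: plate controls were DMSO neutral control wells for no effect and unlabeled competitor peptide control wells for full effect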
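material = purified tagged CAL PDZ domain construct (CerCALP) | compound dosing = 20 µM, one dose | times = 1 h at RT | measured by = fluorescence polarization from S- and P-plane intensities, G-factor corrected | read-out = inhibition from polarization loss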
Pemphigus Ab inh – inhibitors of pemphigus antibody binding to human desmoglein-3; 310,000 tested, 0.48% active; binding (percent of control), % at 10 µM; P32926; DSG3-coupled beads, scFv-anti-DSG3-GFP binding, flow cytometry; active compounds read low;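 active = binding more than 3 SD below its plate's average and above zero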;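 note: hits lower antibody fragment binding to DSG3; some compounds called inactive have numbers as strong as hits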
Keap1-Nrf2 PPI – inhibitors of human Keap1-Nrf2 protein-protein interaction | Q14145 | Keap1 Kelch-Nrf2 peptide fluorescence polarization, 1536-well | inhibition, % at 9.4 µM | 340,000 tested, 0.15% active; in the data active = inhibition above about 12%;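 note: human Keap1 Kelch domain with fluorescein labeled Nrf2 9mer peptide probe; 0% = neutral control wells and 100% = peptide positive control; higher means more block of Keap1 binding to Nrf2 peptide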
Target sequence (Q14145 whole entry, looked up, the tested form may be a part): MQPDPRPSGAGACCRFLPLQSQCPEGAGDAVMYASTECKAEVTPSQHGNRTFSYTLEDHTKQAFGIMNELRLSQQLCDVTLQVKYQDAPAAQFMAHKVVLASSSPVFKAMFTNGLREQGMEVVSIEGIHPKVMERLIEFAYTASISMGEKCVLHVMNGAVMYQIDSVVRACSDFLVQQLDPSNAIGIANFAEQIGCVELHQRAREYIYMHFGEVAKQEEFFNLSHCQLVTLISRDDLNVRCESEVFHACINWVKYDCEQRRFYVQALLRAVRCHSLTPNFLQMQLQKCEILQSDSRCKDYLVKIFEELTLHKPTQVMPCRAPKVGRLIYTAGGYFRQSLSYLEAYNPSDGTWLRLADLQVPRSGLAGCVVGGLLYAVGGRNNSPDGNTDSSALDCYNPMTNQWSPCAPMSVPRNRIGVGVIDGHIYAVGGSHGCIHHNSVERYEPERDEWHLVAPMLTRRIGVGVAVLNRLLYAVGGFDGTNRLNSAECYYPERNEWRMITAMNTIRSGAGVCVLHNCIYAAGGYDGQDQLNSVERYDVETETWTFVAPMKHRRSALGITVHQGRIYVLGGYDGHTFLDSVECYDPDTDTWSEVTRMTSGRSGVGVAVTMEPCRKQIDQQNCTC
Cardiac RTF inh – cardiac RTF calcium desensitization; inhibition, % at 7.15 µM; 340,000 tested, 0.12% active; IANBD-labeled cardiac RTF, Ca2+ fluorescence; P19429+P45379;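 active = inhibition above the mean inhibition of all tested compounds plus 3 SD, cut at about 17% in these data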;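 note: assay run at fixed EC70 calcium of 1.6 mM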
C-LANA FP – inhibitors of KSHV LANA C-terminal domain DNA binding; MBP-C-LANA/FAM-LBS DNA binding, fluorescence polarization; inhibition, % at 9 µM; 340,000 tested, 0.078% active; AID 504423;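 active = highest replicate inhibition at or above 60% at 9 µM, even if other replicates fall short; inactive = all replicates below 60% inhibition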;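 note: 0% = neutral control wells and 100% = 4 µM acridine orange control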
* marks the source's active call; other numbers are inactive results; / = not tested or not shown; & = joins results of further samples. These rows are one share of the data, so the mix of outcomes need not match the whole.

SMILES	NSD2 inh	DAGLB inhibitor	Arrestin-AP2 inh	CAL PDZ FP-1	V-ATPase pHluor	CAL PDZ FP-2	Pemphigus Ab inh	Keap1-Nrf2 PPI	Cardiac RTF inh	C-LANA FP
O=C(/C=C/c1ccccc1)CC(=O)c1ccccc1	1	-14	10	-5	4	-1.4	90	2	-3	1.3
O=c1[nH]c2ccccc2cc1CN(c1ccccc1)S(=O)(=O)c1ccccc1	7	1	16	0	8	-2.2	124	-1	1	0.8
O=C(CCS(=O)(=O)CCN1CCOCC1)NCNC(=O)CCS(=O)(=O)CCN1CCOCC1	1	-2	31	8	-1	-0.5	99	-5	5	-0.6
COc1ccc(C2(c3ccc(OC)cc3)NC(=O)N(CC(=O)Nc3ccc(N4CCOCC4)cc3)C2=O)cc1	4	5	16	-1	-1	-1.2	3.0*	/	-12	/
CCN(CC)C(=O)Oc1ccccc1NC(C)=O	-1	1	10	4	3	0.6	99	-1	1	-0.7
CCn1c(=S)[nH]c2cc(S(=O)(=O)N3CCCCC3)ccc21	2	-2	-6	1	0	-3.4	121	-5	-3	1.5
O=C(Nc1ccccc1C(=O)Nc1ccccc1)c1ccco1	-1	-6	23	9	-1	0.1	94	-1	-5	0.4
Cc1cc(NS(=O)(=O)c2ccc(NC(=O)c3cc(-c4ccccc4Cl)nc4ccccc34)cc2)no1	-1	7	-8	/	-1	-1.5	96	3	0	-0.2
CC(/C=C\c1cccnc1)=C/C(=O)O	-3&1	2&0	25&12	-2&-1	1&0	0.4&0.0	98&107	-3&-1	-9&-3	5.3&-1.1
CCN(CC(=O)Nc1c(F)cccc1F)C(=O)c1ccc(COc2ccccc2)cc1	-2	-5	23	-2	-3	0.1	123	-3	8	2.0

Compounds listed so far that have four or more nitrogen atoms:
SMILES	NSD2 inh	DAGLB inhibitor	Arrestin-AP2 inh	CAL PDZ FP-1	V-ATPase pHluor	CAL PDZ FP-2	Pemphigus Ab inh	Keap1-Nrf2 PPI	Cardiac RTF inh	C-LANA FP
O=C(CCS(=O)(=O)CCN1CCOCC1)NCNC(=O)CCS(=O)(=O)CCN1CCOCC1	1	-2	31	8	-1	-0.5	99	-5	5	-0.6
COc1ccc(C2(c3ccc(OC)cc3)NC(=O)N(CC(=O)Nc3ccc(N4CCOCC4)cc3)C2=O)cc1	4	5	16	-1	-1	-1.2	3.0*	/	-12	/
Cc1cc(NS(=O)(=O)c2ccc(NC(=O)c3cc(-c4ccccc4Cl)nc4ccccc34)cc2)no1	-1	7	-8	/	-1	-1.5	96	3	0	-0.2

(further entries)
SMILES	NSD2 inh	DAGLB inhibitor	Arrestin-AP2 inh	CAL PDZ FP-1	V-ATPase pHluor	CAL PDZ FP-2	Pemphigus Ab inh	Keap1-Nrf2 PPI	Cardiac RTF inh	C-LANA FP
COc1ccc(NC(=O)COC(=O)C23CCC(=O)N2c2ccccc2S3)cc1 (stereo not given)	-2	0	-5	-2	4	-0.7	96	2	-2	-1.7
COC(=O)c1cc(C(=O)OCC(=O)NC(=O)c2ccccc2)cc([N+](=O)[O-])c1	-1	1	-3	-2	-1	-2.2	98	-1	-7	1.1
CCn1c(CC(=O)Nc2ccc(C)cc2)nnc1SCC(=O)N1CCN(c2ccccc2)CC1	/	2	-3	1	0	-1.3	/	-4	9	-0.7
CC(=O)N/C(=C\c1ccc(Cl)cc1)C(=O)O	-2	/	1	/	3	/	105	/	/	/
O=C(NCCc1ccc(Cl)cc1)c1ccc(NC2=NC3CS(=O)(=O)CC3S2)cc1 (stereo not given)	/	1	21	0	-1	0.9	96	3	2	-1.8
COc1ccc2c(c1)OC(O)(C(F)F)CC2=O (stereo not given)	0	-1	11	-3	4	-1.5	120	2	-1	-0.9
CC(NCCC1(C(C)C)CCOC(C)(C)C1)c1cccs1 (stereo not given)	0	0	48	/	-1	-0.9	114	1	0	0.3
O=C(Nc1ccc2c(c1)OCO2)c1ccc(Cl)s1	2	-2	7	/	-7	-2.6	97	-4	-9	-2.1
COC(=O)C1=C(C)N(C)C(=O)NC1c1cc(Cl)cc(Cl)c1OC (stereo not given)	5	-1	39	4	-2	-0.4	97	-1	-1	0.0
COc1ccc(CCN(C)c2ccc(C(N)=O)cc2[N+](=O)[O-])cc1OC	/	6	12	-1	-4	-0.4	113	-6	6	-2.2
CCC(=O)NC1=C(Nc2ccc(N)cc2)C(=O)c2ccccc2C1=O	13	2	27	0	2	2.2	101	-1	5	-1.4
O=C(CCCN1C(=O)/C(=C/c2ccccc2Cl)SC1=S)NNC(=O)c1ccc(Cl)cc1	8	3	4	-7	4	-1.3	89	-2	-15	-1.5
Cc1ccc2nc(NC(=O)CN3CCOCC3)sc2c1	2	0	12	0	4	0.4	103	-1	1	0.5
COC(=O)c1ccc(N2CCOCC2)c(NC(=O)c2ccc(Br)o2)c1	-3	0	1	-5	2	-0.7	104	2	1	1.5
Cc1ccc(/C=C2\SC(=S)N(CCC(=O)NNC(=O)c3cccnc3)C2=O)cc1	0	1	-7	-2	-4	-3.5	80	-2	3	-1.1
COc1ccc(-c2nc(-n3c(C)c(C(C)=O)c(C(C)=O)c3C)sc2C)cc1	10	1	5	0	-4	-2.9	/	-2	-5	0.1
COc1cc(C(=O)NCc2nnc(SCC(=O)NCc3ccccc3)o2)cc(OC)c1OC	1	0	11	-2	-2	-3.1	/	0	-7	-0.3
CSC1=NCCN1C(=O)c1ccc(S(=O)(=O)N(C)C)cc1	/	-2	4	2	0	-0.1	/	-4	-3	3.5
CCOc1ccc(CCNC(=O)COC(=O)C2CCN(S(=O)(=O)c3ccc(C)c(C)c3)CC2)cc1OCC	-1	-1	-13	-3	-3	-2.4	101	0	0	1.3
COc1ccccc1-c1c(C)oc2cc(OCC(=O)OCc3ccccc3)ccc2c1=O	0	-1	4	-2	-6	-3.7	/	-3	1	-0.1
Cc1ccc(-n2c(C)cc(C(=O)OCC(=O)N(CC(C)C)C3CCS(=O)(=O)C3)c2C)cc1 (stereo not given)	-1	2	1	-3	3	-1.2	105	-5	2	0.3
O=C(CSc1nc2ccccc2c(=O)n1-c1ccc(F)cc1)NC1CC1	0	0	-15	-1	1	-0.3	111	-7	-3	2.8
COc1ccc(C2=NOC(Cn3nc(C(=O)NCc4ccccc4OC)cc3-c3ccccc3)C2)cc1 (stereo not given)	/	-10	42	0	4	-0.9	92	1	-32	-0.6
CS(=O)(=O)c1sc(C#N)c2c1C(=O)CC(c1ccccc1)C2 (stereo not given)	/	-13	6	/	4	-0.6	112	-91	-3	1.6
COc1cc2c(cc1OC)C(c1ccc(-c3ccccc3Cl)o1)=NCC2	2	-9	9	-2	3	-3.3	98	-3	-13	1.8
CC(=O)CSc1nnc2c3ccccc3nc(C(C)(C)C)n12	-1	-2	1	-9	-6	-1.8	100	-2	5	0.3
CC(=O)NC1(C(F)(F)F)N=C(c2ccccc2)NC1=O (stereo not given)	1	2	6	-5	4	-4.0	/	0	3	0.0
Cc1cccc(OCC(=O)NCCN2CCOCC2)c1	0	-2	0	/	4	-1.7	94	-3	-2	-3.0
CC(C)c1ccc(-n2nc3ccc(N)cc3n2)cc1	-3	-1	18	4	-2	0.8	103	-1	7	-1.9
Cc1ccccc1NC(=O)c1ccc(NC(=O)C2CCCO2)cc1 (stereo not given)	/	-3	-5	-5	-2	-3.0	103	3	11	0.0
O=C(N/N=C/c1ccco1)c1cc(C2CC2)[nH]n1	-3	-4	-2	/	-1	-1.3	104	-5	2	16
O=C(O)CCCCCNS(=O)(=O)c1c(Cl)cccc1Cl	-2	-1	-3	-4	-1	0.3	105	2	5	1.4
O=C(CC1NCCNC1=O)Nc1ccc(Cl)c(Cl)c1 (stereo not given)	-2	2	-2	-3	-2	-0.7	108	1	-1	2.2
Cc1ncsc1CCSc1n[nH]c(=O)n1-c1ccccc1	32	-2	2	0	1	-1.4	99	-3	-1	0.6
CCOC(=O)c1nn(-c2ccccc2C)c2nc(-c3ccc(C)cc3)c(C#N)c(=O)n12	3	-2	5	-1	0	1.1	109	2	-3	-0.2
COC(=O)CC1(c2cccc3ccccc23)C(=O)c2ccccc2C1=O	3	1	16	-6	4	-0.6	103	1	0	0.6
COc1ccc(-c2csc3nc(-c4ccccc4F)oc(=O)c23)cc1	-3	5	-15	/	-1	-0.8	108	3	-1	1.2
CC(C)(C)n1nnnc1C(c1cccs1)N1CCN(c2ccccc2)CC1 (stereo not given)	1	0	12	1	2	0.0	99	4	-5	0.2
O=C(Nc1cccc(F)c1)C1CCCN(S(=O)(=O)c2cnc[nH]2)C1 (stereo not given)	2	-2	-7	3	2	-0.1	88	0	-11	-1.6
CCCCN(C(=O)c1ccc(S(=O)(=O)N2CCOCC2)cc1)C1CCS(=O)(=O)C1 (stereo not given)	3	2	-3	1	-2	-0.6	112	1	-5	0.2
O=C(Nc1ccc(NC(=O)C2CC2)cc1)c1ccco1	2	0	3	/	-1	-1.2	127	-4	-6	0.4
Cc1cccc(NS(=O)(=O)c2cccs2)n1	-2	1	3	1	1	-2.0	102	1	4	0.9
O=C(COc1ccccc1-c1ccccc1)NN=C1CCCC1	2	0	-27	-1	-2	-0.8	103	-3	-1	-1.1
O=C(CCS(=O)(=O)c1ccccc1)Nc1nc2cc3c(cc2s1)OCO3	2	2	35	-2	-3	-1.7	84	-1	-2	0.1
COC(=O)/C=C1\NCCNC1=O	-5	0	-11	/	-4	0.4	102	0	-1	-3.2
O=C(CCNC(=O)Cn1cnc2ccccc2c1=O)NCC1COc2ccccc2O1 (stereo not given)	/	-2	5	-4	-3	0.0	98	0	3	1.9
N#CCCN(C(=O)COC(=O)CCc1nc2ccccc2c(=O)[nH]1)c1ccccc1F	-2	-2	4	/	2	0.1	99	0	-8	1.0
O=C(NCCN1CCOCC1)c1cc2n(n1)C(C(F)(F)F)CC(c1ccc(F)cc1)N2 (stereo not given)	-1	1	-8	/	5	-0.9	104	-1	-4	0.0
COc1ccc(C(c2oc(CO)cc(=O)c2O)c2oc(CO)cc(=O)c2O)cc1	0	0	5	-5	-1	0.1	105	2	-7	2.7
Cc1cc(C(=O)N2CCCC(CNS(=O)(=O)c3cccs3)C2)nn1C (stereo not given)	-4	0	7	-6	-2	-1.0	100	-1	7	-0.4
Carrying on.
SMILES	NSD2 inh	DAGLB inhibitor	Arrestin-AP2 inh	CAL PDZ FP-1	V-ATPase pHluor	CAL PDZ FP-2	Pemphigus Ab inh	Keap1-Nrf2 PPI	Cardiac RTF inh	C-LANA FP
COc1ccc(N2CCN(C(=O)CSc3ncnc4c3cnn4-c3ccc(OC)cc3)CC2)cc1	3	-3	2	-1	-3	-0.4	102	-3	2	1.0
O=C(COc1ccc2ccccc2c1)N1CCNCC1	-2	-4	4	-4	-2	-2.0	100	-4	-16	-1.7
Cn1cccc1C(=O)NNC(=O)c1ccccc1Br	3	2	0	/	7	-2.0	106	-4	1	1.7
COC(=O)c1cccc(Oc2cccc(Cl)n2)c1	29	-4	13	0	2	-1.5	87	-10	1	-1.0
CCOC(=O)c1cc(C)sc1NC(=O)CSc1nnnn1C	0	-2	13	-2	-1	-2.5	/	-1	-2	2.0
CCOC(=O)C1CCN(c2ncnc3c(C)csc23)CC1	-14	-9	1	-22	-6	-3.3	102	3	2	0.6
